UTI89 phage lysis: protection from phage-mediated lysis, alamar blue read-out – E. coli UTI89, K1F phage, bacterial capsule biogenesis inhibitors (AID 488966). actives 0.02% (n = 340,000). E. coli UTI89 K1F phage lysis, alamar blue, 2 h; higher % means a stronger effect. inhibition, % at 100 µM; hits with a dose series show IC50 in µM;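 active = phage lysis inhibition, versus mean bacterial control, above a set limit; inconclusive = no clear call, values can overlap the other calls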;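 note: capsule biogenesis inhibitors block K1F phage lysis so surviving cells raise fluorescence; higher fluorescence means more inhibition of phage lysis; actives were called in the ten point dose series up to 300 µM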
SV40 large T antigen: TAg ATPase/helicase activity blockers – biochemical (AID 1903). SV40 large T antigen ATPase/helicase inhibition assay; higher % means a stronger effect. inhibition, % at 20 µM, or IC50 in µM where a hit was titrated. actives 0.39% (n = 310,000); in the data active = a potency from the dose series; inconclusive = inhibition mostly from about 32% at the one dose, without a potency; inactive = the rest, 99 in 100 with inhibition below about 32%; note: strong numbers were not always called active
MgcRacGAP inhibition: MgcRacGAP GTPase-activating activity inhibitors, confirmation, biochemical, ADP Hunter fluorescence; MgcRacGAP-stimulated Rac1 GTP hydrolysis, ADP Hunter fluorescence; higher % means a stronger effect; GST-tagged Rac1 F28L mutant substrate; actives 0.6% (n = 340,000); one-dose inhibition, % at 30 µM; IC50 in µM for titrated hits;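 active = first-screen hits whose inhibition reached a set limit at any dose in the follow-up dose series; inconclusive = inhibition above the set first-screen limit but never retested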;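 note: fluorescence reports GDP produced by GAP-driven GTP hydrolysis; strong numbers were not always called active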
NS5 inhibitors: flavivirus cap methylation enzyme inhibition – biochemical, confirmation dose response, primary screen (AID 588689); one-dose inhibition, % at 25 µM; IC50 in µM for titrated hits; actives 0.3% (n = 340,000); Dengue-2 NS5 methyltransferase capping enzyme assay, biochemical; higher % means a stronger effect; in the data active = a potency from the dose series; inconclusive = inhibition above about 29% without an active follow-up result
RSV CPE inhibition: inhibition of RSV-induced cytopathic effect – HEp-2 cells, primary 10 µM value included (AID 2391); one-dose CPE inhibition, % at 10 µM; IC50 in µM for titrated hits; actives 0.13% (n = 310,000); HEp-2 cells, RSV-induced CPE inhibition; higher % means a stronger effect; in the data active = a potency from the dose series; inconclusive = CPE inhibition mostly from about 23% at the one dose, without a potency; inactive = the rest, 99 in 100 with CPE inhibition below about 21%; note: strong numbers were not always called active
Salmonella PhoP GFP: inhibitors of PhoP regulon expression, primary screen, Salmonella Typhimurium, GFP reporter (AID 1863); S. Typhimurium PhoP-regulated promoter GFP reporter, 4 h; higher % means a stronger effect; one-dose inhibition, % at 50 µM; IC50 in µM for titrated hits; actives 0.16% (n = 300,000);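 active = inhibition over 29.93%, a cutoff 3 SD above the screen mean, later confirmed by dose response; inconclusive = inhibition over 29.93% but no dose response follow-up; inactive = inhibition at most 29.93% or unconfirmed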;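 note: 0% = low Mg2+ inducing control and 100% = high Mg2+ repressing control; strong numbers were not always called active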
GPR55 LPI antagonism: inhibition of LPI-stimulated GPR55 beta-arrestin translocation – imaging, U2OS, beta-arrestin-GFP, LPI agonist, primary screen (AID 2013). U2OS GPR55 beta-arrestin-GFP translocation imaging, LPI antagonism; higher % means a stronger effect. inhibition, % at 10 µM, or IC50 in µM where a hit was titrated. actives 0.13% (n = 290,000);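 active = spots per cell inhibited over 60%, with over 100 cells counted and total cytoplasm intensity under 500,000; inconclusive = wells with under 100 cells, flagged as likely toxic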;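 note: U2OS cells stably carrying GPR55 and arrestin-GFP stimulated by 5 µM LPI near EC80; imaged beta-arrestin-GFP aggregate spots per cell after agonist stimulation; plate controls were LPI-stimulated DMSO wells for no effect and DMSO wells without LPI for full effect; some results filed as inactive read as strong as hits; confirmed hits need IC50 under 10 µM and bright autofluorescent wells are also inconclusive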
HIV peptide binding: inhibitors of HIV fusion peptide binding, primary screen, biochemical, uHTS, fluorescence dequenching (AID 1986) | inhibition, % at 20 µM; hits with a dose series show IC50 in µM | actives 0.3% (n = 290,000) | cell-free peptide binding, fluorescence dequenching, 30 min; higher % means a stronger effect; in the data active = inhibition mostly above about 52%, no sharp cut-off; inactive = mostly below about 76%; note: some results filed as inactive read as strong as hits
GPR35 antagonists: inhibition of zaprinast-stimulated GPR35 beta-arrestin translocation – imaging, U2OS, beta-arrestin-GFP, zaprinast agonist, primary screen (AID 2058); U2OS GPR35 beta-arrestin-GFP translocation imaging, zaprinast antagonism; higher % means a stronger effect; one-dose inhibition, % at 10 µM; IC50 in µM for titrated hits; actives 0.052% (n = 290,000);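 active = inhibition of at least 50% with at least 30 cells and total cytoplasm GFP at most 10,000,000; inconclusive = under 30 cells or total GFP of 10,000,000 plus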
NS5 inhibitors pilot replicate: further read-out of NS5 inhibitors, marked with its call; inhibition, %; measured here: pilot screen replicate inhibition
The depositor's hits bear a star; ? = inconclusive; / = not tested or not shown; [ ] = remark or other dose.

SMILES	UTI89 phage lysis	SV40 large T antigen	MgcRacGAP inhibition	NS5 inhibitors	RSV CPE inhibition	Salmonella PhoP GFP	GPR55 LPI antagonism	HIV peptide binding	GPR35 antagonists	others
CN1C(=O)c2ccccc2OC1(C)Cc1ccccc1 (centres undefined)	11%	18%	-6%	-3%	-0.1%	-3%	-2%	-1.3%	1%
O=C(/C=C/c1ccccc1)Nc1cccnc1Cl	-1.4%	0%	10%	0%	2.5%	5%	10%	-1.1%	0%
O=C(CSc1nnc(-c2ccccc2Br)o1)N1CCN(C(=O)c2ccco2)CC1	-0.3%	0%	-1%	3%	0.8%	-12%	0%	-2.4%	-12%
CC1CCN(S(=O)(=O)c2ccc(C(=O)N(C)C3CCS(=O)(=O)C3)cc2)CC1 (centres undefined)	0.5%[50 µM]	9%	4%	-1%	2.2%	7%	/	/	/
COc1ccc(/C=N/Nc2nn3cnnc3c3ccccc23)cc1	-0.4%	-2%	13%	-2%	1.6%	2%	-4%	-2.1%	1%
Cc1ccccc1-c1nnn(Cc2cccc(S(=O)(=O)N3CCOCC3)c2)n1	-0.2%[50 µM]	/	-18%	-1%	4.5%	/	/	/	/
CCN(CC)S(=O)(=O)c1ccc(NC2CCCc3ccccc32)nc1 (centres undefined)	0.3%	-3%	7%	-6%	5.0%	1%	2%	-0.8%	-11%
CSc1ccccc1C(=O)NC1CC2CCC1C2 (centres undefined)	0.1%	4%	8%	-1%	2.0%	-10%	1%	0.3%	-8%
CCOC(=O)c1c(C)c(C(=O)N2CCN(C(=O)c3ccco3)CC2)c(C)n1C	5.1%	-1%	3%	1%	1.2%	-4%	-9%	-1.5%	22%
COc1ccc(C2=NS(=O)(=O)N(C)C(C(=O)N3CCCCC3C)=C2)cc1 (centres undefined)	0.6%	15%	3%	-3%	2.5%	/	2%	1.0%	-3%
CCCC1=[N+](CC(=O)c2ccc(C)cc2)CCn2cccc21	6.5%	25%	10%	-8%	8.0%	3%	-9%	14%	-9%
Cc1ccc(S(=O)(=O)NCc2c(-c3ccccc3)noc2C)cc1	-0.5%	0%	-7%	-5%	-1.1%	-9%	6%	-1.3%	13%
COc1ccccc1NS(=O)(=O)c1cc(NC(=O)CC(C)(C)C)ccc1N1CCOCC1	/	-3%	/	/	-1.9%	-6%	6%	0.2%	-4%
COc1cc(/C=C2\SC(=S)N(NC(=O)c3cccnc3)C2=O)ccc1O	-0.6%[50 µM]	8.5µM*	?	-2%	-1.3%	-11%	2%	8.2%	4%
O=C(NCCN1CCc2ccccc2C1)Nc1ccc(F)cc1	1.2%	-3%	0%	-9%	-1.1%	14%	0%	-0.8%	-14%
COCCn1c(=NC(=O)CCS(=O)(=O)c2ccccc2)sc2cc(F)ccc21	-0.1%	12%	5%	-11%	1.3%	-6%	7%	-2.6%	-3%
CC(C)C[C@H](NC(=O)N1CCn2c1nc1ccccc12)C(=O)N[C@H](Cc1ccccc1)C(=O)O	3.7%	5%	0%	-1%	/	11%	6%	1.8%	-6%
N#Cc1c(N)nc(SCc2ccccn2)c(C#N)c1-c1cccs1	1.5%	11%	-9%	-2%	0.7%	-1%	-16%	-0.4%	1%
COc1ccc(N2CCN(CC(=O)NC(=O)NC(C)(C)C)CC2)cc1	0.4%	22%	12%	-4%	2.6%	4%	4%	-2.0%	-14%
COc1ccc(NS(=O)(=O)c2cccc(NC(=O)COc3ccc(OC)cc3)c2)cc1	-0.2%	4%	13%	-4%	11%	3%	0%	0.4%	6%

A draw from above in order of formula weight, rising:
SMILES	UTI89 phage lysis	SV40 large T antigen	MgcRacGAP inhibition	NS5 inhibitors	RSV CPE inhibition	Salmonella PhoP GFP	GPR55 LPI antagonism	HIV peptide binding	GPR35 antagonists	others
Cc1ccc(S(=O)(=O)NCc2c(-c3ccccc3)noc2C)cc1	-0.5%	0%	-7%	-5%	-1.1%	-9%	6%	-1.3%	13%
CCN(CC)S(=O)(=O)c1ccc(NC2CCCc3ccccc32)nc1 (centres undefined)	0.3%	-3%	7%	-6%	5.0%	1%	2%	-0.8%	-11%
COc1ccccc1NS(=O)(=O)c1cc(NC(=O)CC(C)(C)C)ccc1N1CCOCC1	/	-3%	/	/	-1.9%	-6%	6%	0.2%	-4%

Back to the main list with the 2 entries that preceded the break.
SMILES	UTI89 phage lysis	SV40 large T antigen	MgcRacGAP inhibition	NS5 inhibitors	RSV CPE inhibition	Salmonella PhoP GFP	GPR55 LPI antagonism	HIV peptide binding	GPR35 antagonists	others
COc1ccc(N2CCN(CC(=O)NC(=O)NC(C)(C)C)CC2)cc1	0.4%	22%	12%	-4%	2.6%	4%	4%	-2.0%	-14%
COc1ccc(NS(=O)(=O)c2cccc(NC(=O)COc3ccc(OC)cc3)c2)cc1	-0.2%	4%	13%	-4%	11%	3%	0%	0.4%	6%
COc1ccccc1NC(=O)Cn1c(C)nc2c(sc(=S)n2Cc2ccco2)c1=O	0.3%	24%	9%	1%	9.1%	-7%	-7%	2.2%	10%
Cc1nn(-c2ccccc2)c(C)c1/C=N/n1c(-c2ccc(C(C)(C)C)cc2)n[nH]c1=S	0.3%	19%	17%	-8%	14%	-4%	-3%	17%	-3%
COCCNC(=O)C1CCC(CNS(=O)(=O)c2c(C)cc(C)cc2C)CC1 (centres undefined)	0.1%	-26%	0%	-10%	-0.4%	-3%	-2%	0.7%	-7%
CCCCCn1c(=O)[nH]c2cc(C(=O)Nc3ccc(OC)cc3)ccc2c1=O	0.0%	0%	4%	-12%	3.4%	4%	27%	3.5%	-5%
Cc1ccccc1Cn1c(O)c(N=NC(=S)Nc2ccccc2F)c2ccccc21	0.2%	26%	5%	1%	0.9%	-7%	7%	-2.8%	-5%
O/N=C\c1ccccc1Oc1ccc(F)cc1	0.5%	12%	8%	-9%	2.1%	11%	2%	1.0%	5%
Nc1nc(-c2cccnc2)nn1C(=O)COc1ccccc1	0.4%	-2%	11%	-7%	1.1%	-10%	10%	1.5%	5%	NS5 inhibitors pilot replicate=0.0
CCN1C(=O)/C(=C/C=C2\C=CN(CC)c3ccccc32)SC1=S	0.2%[50 µM]	34%	19%	57%	-1.8%	-22%	-10%	26%	-14%
Cc1ccc(NC(=O)C2C3CCC(O3)C2C(=O)O)cc1C (centres undefined)	0.4%	-3%	8%	-3%	1.8%	8%	3%	-1.5%	-2%
Cc1ccc(NC(=O)C2CCN(C(=O)[C@@H]3Cc4ccccc4CN3)CC2)c(C)c1	0.4%	14%	10%	-6%	-0.4%	-7%	10%	-0.2%	-6%
CN(C)c1nc(C(=O)Nc2ccccc2)nc(N(C)C)n1	1.1%	6%	9%	-4%	2.0%	7%	18%	3.4%	-4%
Nc1nc(SCC(=O)NCc2ccccc2)[nH]c(=O)c1NC(=O)c1ccccc1F	6.1%	10%	3%	-3%	1.0%	-3%	7%	-0.2%	-6%
O=C(c1ccc(-c2ccccc2Cl)o1)N1CCN(S(=O)(=O)c2cccs2)CC1	-0.3%[50 µM]	-2%	4%	-4%	0.2%	-3%	/	/	/
N#Cc1c(Cn2cncn2)nc(=O)n(-c2ccc(Cl)cc2)c1N	0.2%	-5%	2%	/	-0.5%	-7%	9%	-1.7%	-17%
C=CCSc1nc(C)c(Cc2cccc3ccccc23)c(=O)[nH]1	-1.0%	7%	3%	-2%	8.6%	0%	11%	0.0%	-2%
CCCCCOC(=O)C1=C(C)N(C)C(=O)NC1c1cc(Br)c(O)c(OC)c1 (centres undefined)	0.0%	5%	9%	1%	1.6%	-1%	13%	-0.4%	-12%
Cc1ccc(S(=O)(=O)N(CCCN(C)C)Cc2ccc3c(c2)OCO3)cc1	0.1%	4%	/	-1%	-0.5%	-3%	3%	-0.5%	0%
CCCn1c(SCC(=O)NC2CCCC(C)C2C)n[nH]c1=O (centres undefined)	0.3%	-2%	14%	3%	0.3%	27%	10%	0.3%	-2%
Cc1ccc(CC(CC(=O)O)C(=O)NC2CCCCC2)cc1 (centres undefined)	-0.2%	5%	-5%	-5%	-0.5%	3%	-3%	0.3%	4%	NS5 inhibitors pilot replicate=5.5
S=C(Nc1ccc(Cl)c(Cl)c1)N1CCCC1	0.0%	19%	6%	-2%	1.6%	1%	14%	-1.6%	-8%
Cc1ccc2nc(-c3ccc(NC(=O)C(C)Sc4nncs4)cc3)sc2c1 (centres undefined)	0.3%	4%	11%	8%	6.6%	/	/	/	/
COc1ccc(NCC(O)Cn2cnc3c2c(=O)n(C)c(=O)n3C)cc1 (centres undefined)	0.7%	18µM*	?	-2%	0.8%	-6%	-3%	-1.5%	1%
O=C(/C=N/O)Nc1ccc2sc3ccccc3c2c1	-0.2%	11%	16%	-2%	?	-13%	-8%	-1.6%	-6%
CN(CCOc1ccccc1)C(=O)c1cc(-c2ccco2)nc2ccccc12	-1.1%	/	10%	1%	0.2%	/	/	/	/
Cc1ccc(NC(=O)COC(=O)c2c(C)nn(-c3ccccc3)c2C)cc1	0.7%[50 µM]	/	3%	7%	-0.1%	/	/	/	/
CCc1ccc(OCC(=O)NC(NC(=S)Nc2ccccc2C)C(Cl)(Cl)Cl)cc1 (centres undefined)	0.1%	-3%	13%	-8%	20%	0%	14%	1.1%	17%
O=C1COc2ccc(C(=O)COC(=O)c3cc(S(=O)(=O)N4CCOCC4)ccc3F)cc2N1	-0.1%	8%	10%	-9%	0.3%	-6%	-1%	-2.7%	-3%
O=C(CSC1=NCCS1)Nc1cccc2ccccc12	-0.2%	15%	12%	-3%	2.6%	9%	12%	-0.1%	15%
COc1ccccc1NC(=O)c1ccc(NC(=O)COC(=O)CC(NC(=O)c2ccccc2Cl)c2ccccc2)cc1 (centres undefined)	0.1%	-8%	-16%	22%	2.2%	1%	14%	3.0%	3%
CCn1c(SCC(=O)c2cc(OC)ccc2OC)nnc1C1CC1	5.1%	/	8%	1%	0.5%	/	9%	1.6%	-9%
C/C(=N/NC(=O)CSc1nc2ccccc2n1C)c1ccc(O)cc1	-0.4%	31µM*	138µM*	-5%	0.1%	3%	-3%	-0.2%	7%

High-throughput results as filed in PubChem.
